Assay outcomes: PubChem BioAssay, several laboratories
Rpn11 inh: Rpn11 (PSMD14) deubiquitinase inhibitors, primary screen, biochemical, fluorescence polarization, uHTS. 26S proteasome non-ATPase regulatory subunit 14 (Homo sapiens), O00487. human 26S proteasome, Ub4-pepOG fluorescence polarization; 20S core pre-blocked with epoxomicin. calls only at 20 µM. 360,000 tested, 0.59% active. AID 588493, 2011;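 active = inhibition at 20 µM, scaled to each plate's controls, above about 33%, limit read from the data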
DNMT1 inh: human DNMT1 methyltransferase inhibitors, primary screen, biochemical, molecular beacon, fluorescence, HinP1I cleavage, uHTS. DNA (cytosine-5)-methyltransferase 1 (Homo sapiens), P26358. inhibition (reported as % activation of signal), % at 10 µM. 360,000 tested, 0.83% active. AID 588458, 2011; in the data active = inhibition above about 50%
SUMO1-SIM PPI: modulators of SUMO1 protein-protein interactions, primary screen, biochemical, uHTS | SUMO1 binding to a labelled peptide, TR-FRET, 1 h | inhibition, % at 20 µM | 360,000 tested, 0.33% active; in the data active = inhibition above about 37%
Target sequence (P63165 whole entry, looked up): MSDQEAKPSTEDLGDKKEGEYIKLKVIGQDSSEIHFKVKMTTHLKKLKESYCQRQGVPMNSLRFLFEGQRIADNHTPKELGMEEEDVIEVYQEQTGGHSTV
CSN deneddyl inh: inhibitors of CSN-mediated cullin deneddylation, primary screen, biochemical, fluorescence polarization, uHTS; inhibition, % at 12.5 µM; 360,000 tested, 0.38% active; COP9 signalosome complex subunit 5 (Homo sapiens), Q92905; Purified CSN, SCF-Nedd8-OG deneddylation;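 active = pattern-corrected inhibition above about 35%, with an unprinted fluorescence ratio check between 0.5 and 1.5, limit read from the data, passing the limit was not always enough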;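 also: 0% = enzyme with substrate and 100% = substrate without enzyme; some results filed as inactive read as strong as hits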
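Schedule: reaction 90 min, room temperature / Assay system: HEK293T-derived human Csn5 enzyme / Input: Csn5 at 0.24 nM final / Measure: inhibition of Csn5 cleavage, % / Control set: substrate-only high control, full reaction low control / Technique: fluorescence polarization of the substrate / Buffer or medium: Tris/NaCl/DTT buffer, pH 7.5 / Reagent: SCFSkp2-Nedd8OG substrate at 10 nM final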
NadD block: inhibitors of S. aureus NadD, primary screen, biochemical, colorimetric, uHTS. Nicotinate-nucleotide adenylyltransferase NadD (Staphylococcus aureus N315). purified NadD enzyme, colorimetric absorbance read-out. inhibition, % at 20 µM. 360,000 tested, 0.78% active. AID 602399, 2012; in the data active = inhibition above about 26%; also: some compounds past the cut are filed as inactive
LMPTP inh: LMPTP phosphatase inhibitors, primary screen, biochemical, fluorescence intensity, uHTS | Low molecular weight phosphotyrosine protein phosphatase (Homo sapiens), P24666 | recombinant LMPTP-A, OMFP fluorogenic substrate | inhibition, % at 20 µM | 360,000 tested, 0.22% active | AID 651560, 2012;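 active = compounds that cut the enzyme signal by at least half of the control window in the single-dose screen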;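 also: plate controls were DMSO wells with enzyme plus substrate for no effect and substrate without enzyme for full effect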
Target sequence (P24666 whole entry, looked up): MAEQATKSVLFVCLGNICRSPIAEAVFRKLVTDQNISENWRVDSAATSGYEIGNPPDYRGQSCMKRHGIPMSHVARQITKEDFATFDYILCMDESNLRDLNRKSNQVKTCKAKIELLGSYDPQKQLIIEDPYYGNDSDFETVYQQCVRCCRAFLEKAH
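Material: LMPTP-A; amount: 0.625 nM enzyme; doses: single 20 µM dose; times: reaction 50 min, room temperature, dark; technique: fluorescence intensity of OMFP turnover product; benchmarks: no-enzyme and uninhibited controls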
STEP inh: STEP phosphatase inhibitors, primary screen, biochemical, fluorescence intensity, uHTS; inhibition, % at 20 µM; 360,000 tested, 0.25% active; Tyrosine-protein phosphatase non-receptor type 5 (Homo sapiens), P54829; recombinant STEP, OMFP fluorogenic substrate;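 active = inhibition at 20 µM, scaled per plate between control wells, above about 37%, limit read from the data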;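 also: 0% = DMSO with enzyme and substrate and 100% = substrate only without enzyme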
Target sequence (P54829 whole entry, looked up): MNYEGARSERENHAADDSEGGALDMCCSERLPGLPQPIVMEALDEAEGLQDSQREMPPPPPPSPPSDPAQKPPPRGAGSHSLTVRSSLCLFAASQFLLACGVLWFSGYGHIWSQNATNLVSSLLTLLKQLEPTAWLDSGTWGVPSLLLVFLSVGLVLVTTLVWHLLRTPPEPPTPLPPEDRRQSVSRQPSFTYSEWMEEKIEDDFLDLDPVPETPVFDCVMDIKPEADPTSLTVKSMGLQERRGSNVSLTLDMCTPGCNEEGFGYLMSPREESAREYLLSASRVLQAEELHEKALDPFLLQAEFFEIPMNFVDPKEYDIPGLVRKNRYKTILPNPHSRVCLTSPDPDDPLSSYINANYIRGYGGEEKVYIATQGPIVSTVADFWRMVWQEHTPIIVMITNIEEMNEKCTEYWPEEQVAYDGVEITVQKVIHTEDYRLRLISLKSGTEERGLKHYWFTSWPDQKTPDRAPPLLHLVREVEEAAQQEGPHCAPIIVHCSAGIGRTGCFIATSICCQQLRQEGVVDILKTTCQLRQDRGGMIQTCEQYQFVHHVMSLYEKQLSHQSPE
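Also added – OMFP at 25 µM · Test system – STEP tyrosine phosphatase · Technique – FITC-channel fluorescence of OMFP product · Schedule – 20 min at room temperature, dark · Evaluation – control-normalized % inhibition with plate pattern correction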
MLLE-PAM2 inh: inhibitors of PABP1 MLLE–PAM2 peptide binding, primary screen, biochemical, fluorescence polarization, FITC-PAM2, GST-MLLE. inhibition, % at 20 µM. 360,000 tested, 0.36% active; in the data active = inhibition above about 35%, passing the limit was not always enough;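 also: plate controls were DMSO wells with GST-MLLE for no effect and wells lacking GST-MLLE protein for full effect; some results filed as inactive read as strong as hits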
Scp1 inh: Scp-1 phosphatase inhibitors, primary screen, biochemical, colorimetric, uHTS | Recombinant Scp1, phosphopeptide, malachite green phosphate absorbance | inhibition, % at 20 µM | 340,000 tested, 0.88% active;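 active = inhibition above about 50% at 20 µM, limit read from the data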;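 also: plate controls were DMSO wells with enzyme for no effect and wells lacking enzyme for full effect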
Target sequence (Q9GZU7 76-261 limits assumed): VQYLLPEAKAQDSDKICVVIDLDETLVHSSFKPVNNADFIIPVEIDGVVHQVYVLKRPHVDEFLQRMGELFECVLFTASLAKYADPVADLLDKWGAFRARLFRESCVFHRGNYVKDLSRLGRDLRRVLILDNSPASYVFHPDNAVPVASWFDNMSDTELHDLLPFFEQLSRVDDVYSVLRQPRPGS
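Test system: SCP-1 phosphatase catalytic domain, residues 76-261; measured by: colorimetric phosphate reagent with accelerator and stabiliser, absorbance at 630 nm; timing: enzyme reaction 45 min at room temperature, colour 5 min, stabilisation 30 min; also added: Phosphorylated 17-residue peptide substrate; compound dosing: one concentration, 20 µM, with 1.0% DMSO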
Tb MetRS inh: T. brucei MetRS inhibitors, primary screen, biochemical, luminescence. methionyl-tRNA synthetase (Trypanosoma brucei brucei). purified T. brucei MetRS, ATP depletion, Kinase-Glo luminescence. inhibition, % at 11.9 µM. 360,000 tested, 0.4% active. AID 624268, 2012;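 active = inhibition above a per-plate cutoff of the control wells' mean inhibition plus 3 SD, cut at about 5.5% in these data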;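 also: 0% = DMSO wells median and 100% = median of wells with control inhibitor compound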
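Dosing: 11.9 µM single point; system: parasite MetRS enzyme; technique: luminescence of leftover ATP; times: 15 min enzyme-compound preincubation, 2 h reaction, 10 min detection, 25 °C; replicates: each compound tested once; read-out basis: percent inhibition relative to median high and low control wells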
Numbers without * were called inactive; i = inactive; . = not tested or not shown.

SMILES | Rpn11 inh | DNMT1 inh | SUMO1-SIM PPI | CSN deneddyl inh | NadD block | LMPTP inh | STEP inh | MLLE-PAM2 inh | Scp1 inh | Tb MetRS inh
COCCCN=Cc1c(-c2ccccc2)[nH]n(-c2nc3ccccc3s2)c1=O | i | -1 | -5 | 2 | 2 | 0.5 | 0 | -10 | -6 | 0.5
CCn1c(CNc2cccc(C(F)(F)F)c2)n[nH]c1=S | i | 0 | -1 | -3 | -2 | -4.5 | -1 | -37 | -6 | -0.1
O=C(CCN1CCN(c2ccccc2F)CC1)c1ccc(Br)cc1 | i | 4 | 1 | 1 | -5 | -0.8 | -7 | 18 | -5 | -0.6
CSCCC(NS(=O)(=O)c1ccc(C)cc1)C(=O)NNC(=O)c1csc(N2CCOCC2)n1 (stereo not drawn) | i | 0 | -1 | 0 | -2 | 0.5 | -4 | 9 | -2 | -0.4
Cc1cc(C)c(C#N)c(OCC(=O)c2ccc(Br)cc2)n1 | i | -4 | 1 | 4 | -14 | 1.5 | 4 | 8 | 0 | 0.1
COc1cccc(C(=O)Nc2c3c(nn2-c2ccc([N+](=O)[O-])cc2)CS(=O)(=O)C3)c1 | i | 2 | -33 | 2 | -4 | -0.1 | -1 | -6 | -10 | 0.1
CC(=O)Nc1ccc(S(=O)(=O)NC2(C(F)(F)F)C(=O)Nc3c2c(=O)n(C)c(=O)n3C)cc1 (stereo not drawn) | i | 3 | -1 | -2 | 4 | -1.4 | -2 | -2 | -2 | -0.7
COc1ccc(OC2(C)CCN(Cc3ccccc3OC(F)F)C2)cc1 (stereo not drawn) | i | 3 | 1 | -4 | -3 | -1.0 | 2 | -3 | . | -0.3
CCOc1cc(C(=O)Nc2ccc(C(=O)NCCN(CC)CC)cc2)ccc1OCC(=O)N1CCOCC1 | i | 6 | 5 | 6 | -3 | -1.1 | 3 | -3 | -7 | 0.0
CCC(C)c1ccc(NC(=O)CC(C)=O)cc1 (stereo not drawn) | i | 2 | -7 | 3 | 2 | 0.0 | 0 | 7 | -12 | -0.1
O=C(COC(=O)C1CCCCC1)Nc1cc([N+](=O)[O-])ccc1F | i | 2 | -13 | 1 | -1 | 1.4 | 2 | 11 | -1 | -0.3
O=C(O)CCC(=O)Nc1ccc(-c2nc3ccc(C(=O)c4ccccc4)cc3[nH]2)cc1 | i | -2 | 13 | 4 | -2 | 1.9 | 0 | 18 | -2 | -0.3
CCOc1ccc(N2C(=O)CC(NCCNc3ccc(C(=O)c4cccs4)cc3)C2=O)cc1 (stereo not drawn) | i | -5 | -11 | 3 | -2 | 1.0 | 2 | 2 | 0 | -0.3
COC(=O)c1ccc2c(c1)N(Cc1nc(-c3ccc(Cl)cc3)oc1C)C(=O)C1CCCN21 (stereo not drawn) | i | -3 | 4 | -1 | 45* | 0.0 | 2 | -40 | -17 | -0.7
COc1ccccc1NC(=O)Cn1nc(C(F)(F)F)c2c1CCCC2 | i | 3 | 1 | 2 | -5 | 0.5 | -2 | 8 | -7 | -0.6
COC(=O)Nc1sc2c(c1C(N)=O)CCCCCC2 | i | 8 | 0 | -2 | 5 | 1.3 | 24 | 37 | -9 | -0.7
CN1CCN(C(=O)CSc2nnc(COc3ccccc3)o2)CC1 | i | 2 | -5 | 1 | 3 | 0.5 | 24 | 10 | 4 | -0.3
Cc1ccc(S(=O)(=O)n2c(N)nc3ccccc32)cc1 | i | -2 | 0 | 0 | 2 | -0.8 | 0 | -9 | -6 | 0.9
Cc1ccc(S(=O)(=O)Cc2ccc(C(=O)OCc3ccccc3)cc2)cc1 | i | 4 | -2 | 1 | 5 | 3.4 | -4 | -5 | -14 | 0.2
OCCn1c(C(F)(F)F)nc2ccccc21 | i | -3 | 1 | -2 | -1 | -0.3 | -2 | 8 | -4 | -0.3
CCCn1nc(C(=O)Nc2cc(S(=O)(=O)Nc3ccc(OC)cc3)ccc2O)c2ccccc2c1=O | i | -2 | 4 | -2 | 11 | 2.1 | 0 | -3 | -5 | -0.1
C/C(O)=C(\C#N)P(=O)(c1ccccc1)c1ccccc1 | i | 2 | -2 | 2 | 5 | -1.1 | -1 | 4 | -14 | -0.9
Cc1ccc(C(=O)NCCc2cccc(Cl)c2)cc1[N+](=O)[O-] | i | 0 | -8 | -2 | -1 | 0.9 | 3 | 6 | -10 | 1.1
c1ccc(CCC2CCCCN2Cc2nc(-c3ccc4c(c3)OCO4)no2)nc1 (stereo not drawn) | i | -1 | 0 | 0 | -3 | 0.6 | 2 | -6 | -7 | -0.8
Cc1noc(NC(=O)c2ccccc2)c1C#N | i | 2 | 3 | -1 | 4 | -1.2 | 0 | -5 | -14 | -0.8
Cn1c(=O)oc2ccc(C(=O)CSc3nnnn3-c3ccccc3)cc21 | i | 0 | -4 | 3 | -5 | 1.5 | 0 | -18 | -5 | 0.9
CCOC(=O)C(NC(=O)c1ccccc1)(N1CCCC1=O)C(F)(F)F (stereo not drawn) | i | -2 | 1 | -9 | -2 | -0.4 | -3 | 3 | -4 | 0.0
NC(C(=O)O)C1ON=C(Cl)C1O (stereo not drawn) | i | 0 | 4 | -2 | 1 | -1.5 | -1 | 4 | 0 | -0.2
O=C1c2ccccc2NC(c2ccccc2)N1NS(=O)(=O)c1ccccc1 (stereo not drawn) | i | -2 | 1 | 0 | -2 | -0.6 | -1 | -6 | 1 | 0.4
O=C(Cc1cccs1)Nc1cc(SCCO)cc([N+](=O)[O-])c1 | i | -6 | -22 | 4 | -5 | 0.9 | -4 | 8 | -10 | 1.1

Compound profiles, from the list above. Screens in order: Rpn11 inh | DNMT1 inh | SUMO1-SIM PPI | CSN deneddyl inh | NadD block | LMPTP inh | STEP inh | MLLE-PAM2 inh | Scp1 inh | Tb MetRS inh
Entry for COC(=O)c1ccc2c(c1)N(Cc1nc(-c3ccc(Cl)cc3)oc1C)C(=O)C1CCCN21 (stereo not drawn) → i | -3 | 4 | -1 | 45* | 0.0 | 2 | -40 | -17 | -0.7
Entry for COc1ccccc1NC(=O)Cn1nc(C(F)(F)F)c2c1CCCC2 → i | 3 | 1 | 2 | -5 | 0.5 | -2 | 8 | -7 | -0.6
Entry for COC(=O)Nc1sc2c(c1C(N)=O)CCCCCC2 → i | 8 | 0 | -2 | 5 | 1.3 | 24 | 37 | -9 | -0.7
Entry for CCOc1ccc(N2C(=O)CC(NCCNc3ccc(C(=O)c4cccs4)cc3)C2=O)cc1 (stereo not drawn) → i | -5 | -11 | 3 | -2 | 1.0 | 2 | 2 | 0 | -0.3

3 structures out of the list, ordered by number of heavy atoms, ascending:
SMILES | Rpn11 inh | DNMT1 inh | SUMO1-SIM PPI | CSN deneddyl inh | NadD block | LMPTP inh | STEP inh | MLLE-PAM2 inh | Scp1 inh | Tb MetRS inh
Cn1c(=O)oc2ccc(C(=O)CSc3nnnn3-c3ccccc3)cc21 | i | 0 | -4 | 3 | -5 | 1.5 | 0 | -18 | -5 | 0.9
O=C1c2ccccc2NC(c2ccccc2)N1NS(=O)(=O)c1ccccc1 (stereo not drawn) | i | -2 | 1 | 0 | -2 | -0.6 | -1 | -6 | 1 | 0.4
c1ccc(CCC2CCCCN2Cc2nc(-c3ccc4c(c3)OCO4)no2)nc1 (stereo not drawn) | i | -1 | 0 | 0 | -3 | 0.6 | 2 | -6 | -7 | -0.8

(cont.)
SMILES | Rpn11 inh | DNMT1 inh | SUMO1-SIM PPI | CSN deneddyl inh | NadD block | LMPTP inh | STEP inh | MLLE-PAM2 inh | Scp1 inh | Tb MetRS inh
CCCOc1ccc(NC(=O)CC2C(=O)N(CC)C(=S)N2CCCN2CCN(Cc3ccccc3)CC2)cc1 (stereo not drawn) | i | 1 | -2 | 9 | -4 | 4.6 | 2 | 12 | -12 | -0.9
COc1ccc(C2=NOC3(CC(=O)N(c4ccc5ccccc5c4)C3=O)C2)c(OC)c1 (stereo not drawn) | i | 24 | 7 | 1 | 0 | 2.1 | 3 | -9 | 32 | -1.1
O=C(Nc1ccccc1)Nc1cc([N+](=O)[O-])ccc1F | i | -2 | -20 | -4 | -6 | 0.1 | -2 | -2 | -13 | 2.6
Cc1ccc(Oc2nc3ccccn3c(=O)c2/C=C(\C#N)C(=O)Nc2c(C)n(C)n(-c3ccccc3)c2=O)cc1 | i | -1 | -19 | -3 | 6 | -1.4 | 11 | 6 | 6 | 0.2
CCCCNC(=O)COC(=O)c1cc(F)c(F)cc1Cl | i | 2 | 1 | 14 | 3 | -1.3 | 2 | 2 | -3 | 0.1
CCN(CC(=O)NC(C)C)C(=O)[C@H](C)NC(=O)c1ccc(Br)cc1 | i | 2 | 0 | -4 | -2 | -2.1 | 0 | -1 | -3 | -0.4
O=C(CCC(=O)N1CCN(C2CCCCC2)CC1)Nc1nnc(C(F)(F)F)s1 | i | 0 | 1 | 3 | -5 | -1.3 | -10 | -10 | 0 | -2.6
O=C(c1cc(S(=O)(=O)N2CCCCC2)c(Cl)cc1N1CCOCC1)N1CCOCC1 | i | 2 | -1 | -2 | 7 | -3.6 | 1 | 0 | -9 | -0.5
CCN(c1ccc(NC(=O)c2ccc(Cl)nc2)cc1)C(C)C | i | 1 | 0 | -2 | -1 | 0.6 | 2 | -10 | 2 | -0.1
COc1ccc(NC(=O)CC(NC(C)c2ccccc2)C(=O)O)cc1 (stereo not drawn) | i | 0 | 4 | 1 | -2 | -2.0 | -3 | 4 | -11 | 1.0
CCn1ccnc1CN1CCN(CCC(C)C)C(CCO)C1 (stereo not drawn) | i | 2 | 2 | 8 | -1 | -0.1 | 2 | 3 | -1 | -0.7

Compounds were not picked by outcome. Share with any hit: about 3.6%.
